Assay outcomes deposited in PubChem by National Center for Advancing Translational Sciences (NCATS).
IMPase cell inh: cell-permeable inhibitors of inositol monophosphatase (IMPase); P97697; 120,000 tested, under 10 active; inhibition (IP1 accumulation), % at 46.1 µM; CHO-M1 cells, IP1 accumulation, HTRF TR-FRET ratio; active = well fitted curve in the direction sought with a large enough effect in the signal ratio, not every such curve was filed as active; inconclusive = small, poorly fitted or top-dose-only effect, or a change in a side signal; inactive = no such curve, though single readings can be large or run the other way; the % refers to the signal ratio;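 note: cells stimulated with carbachol in lithium chloride buffer; plate controls were DMSO basal wells for no effect and reference inhibitor wells for full effect; higher means more IMPase inhibition seen as more IP1 and lower FRET ratio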
Target sequence (P97697 whole entry, looked up): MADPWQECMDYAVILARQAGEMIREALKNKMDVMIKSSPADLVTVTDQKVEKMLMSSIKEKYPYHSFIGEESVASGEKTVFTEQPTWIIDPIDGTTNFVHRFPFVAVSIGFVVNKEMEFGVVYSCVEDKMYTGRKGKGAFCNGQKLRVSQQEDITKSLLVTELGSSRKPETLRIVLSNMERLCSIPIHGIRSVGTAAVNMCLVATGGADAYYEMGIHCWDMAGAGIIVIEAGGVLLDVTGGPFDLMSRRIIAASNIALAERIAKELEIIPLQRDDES
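Elevated IP1 in lysates lowers TR-FRET signal (665/620 ratio and 620 channel reported). Cells were CHO-M1, given carbachol (50 uM as added) plus 50mM LiCl, pH 7.4, 30 min, 37C; compounds titrated up to 46 uM; AC50 by Hill equation.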
12-hLO inh: blocks human 12-lipoxygenase activity; Potency, µM (doses to about 57.1 µM), without a hit: top-dose activity change, negative = inhibition, usual class: inhibitors; purified 12-hLO, xylenol orange hydroperoxide absorbance; actives 0.12% (n = 150,000); P18054; AID 1452; note: potency is the fitted concentration of half-maximal effect; nearly all actives have a fitted effect of over 55% in size; many of its hits are not listed in these tables
Target sequence (P18054 whole entry, looked up): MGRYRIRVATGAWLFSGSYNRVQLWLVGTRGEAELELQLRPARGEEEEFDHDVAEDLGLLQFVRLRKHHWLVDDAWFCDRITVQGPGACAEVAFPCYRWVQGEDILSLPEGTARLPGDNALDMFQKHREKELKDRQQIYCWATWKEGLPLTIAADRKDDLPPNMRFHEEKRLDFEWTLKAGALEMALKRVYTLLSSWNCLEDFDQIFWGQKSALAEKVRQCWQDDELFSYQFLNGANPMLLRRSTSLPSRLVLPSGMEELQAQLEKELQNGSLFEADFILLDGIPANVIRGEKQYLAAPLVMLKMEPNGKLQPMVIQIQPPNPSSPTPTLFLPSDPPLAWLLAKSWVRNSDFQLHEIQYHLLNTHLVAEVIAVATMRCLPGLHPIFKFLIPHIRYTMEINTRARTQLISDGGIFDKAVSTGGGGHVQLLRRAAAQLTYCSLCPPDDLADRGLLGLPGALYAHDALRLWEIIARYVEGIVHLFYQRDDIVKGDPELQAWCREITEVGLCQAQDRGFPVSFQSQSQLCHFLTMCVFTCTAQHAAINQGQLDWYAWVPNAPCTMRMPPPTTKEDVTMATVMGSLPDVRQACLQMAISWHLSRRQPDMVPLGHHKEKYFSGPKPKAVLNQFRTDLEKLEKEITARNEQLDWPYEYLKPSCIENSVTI
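150 nM 12hLO, 25 mM Hepes pH 7.0 + 0.01% Triton X-100; cpd preinc 15 min RT; 40 uM arachidonic acid, 30 min RT; Fe-XO 30 min; A573/A405 ratio as read-out.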
15-hLO-2 inh: 15-hLO-2 (ALOX15B) enzyme inhibition; O15296; purified 15hLO-2, xylenol orange hydroperoxide absorbance; Potency, µM (highest dose often 57.1 µM), inactives show at the top dose activity change, negative = inhibition, most hits filed as inhibitors; actives 0.56% (n = 110,000); AID 881; note: potency is the fitted concentration of half-maximal effect; nearly all actives have a fitted effect of over 60% in size; many of its hits are not listed in these tables
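Purified human 15hLO-2 (50 nM) preincubated 15 min with compound, then 45 uM arachidonic acid for 90 min at RT in 25 mM Hepes pH 7.5, 0.01% Triton X-100. Hydroperoxide detected by Fe-xylenol orange; 573/405 nm absorbance ratio.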
PNC assembly inh: perinucleolar compartment assembly inhibition | PC3M PTB-GFP, PNC prevalence imaging, 16 h; stronger effect = lower value | activity change (PNC), negative = inhibition, % at 10 µM | actives 3.1% (n = 140,000) | AID 2417;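 active = readout at or below -70, meaning at least 70% loss of cells showing the perinucleolar compartment, a nuclear body marking cancer cells; inconclusive = readout between -30 and a set limit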;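 note: plate controls were DMSO wells for no effect and camptothecin positive control wells for full effect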
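PC3M cells stably expressing PTB-GFP, 750–1000 cells/well, treated 16 h at 37 °C with compound (23 nl of library stock), in duplicate. After paraformaldehyde fixation and Hoechst stain, imaged at 20x; PNC prevalence scored by image analysis.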
* marks the source's active call; other numbers are inactive results; ? = inconclusive; · = not tested or not shown; [ ] = another dose, or the depositor's remark. Unless noted, calls come from the whole dose curve; as a rule, active = well fitted curve in the direction sought with a large enough effect; inconclusive = small, poorly fitted or top-dose-only effect, or another doubt; inactive = no such curve, though single readings can be large; an effect the other way counts as inactive or inconclusive. Unless noted, % is set by controls: 0 for no effect and ±100 for the full control effect.

SMILES	IMPase cell inh	12-hLO inh	15-hLO-2 inh	PNC assembly inh
COc1ccc(OC)c(NC(=O)c2ccc3c(=O)n(CCc4ccccc4)c(=S)[nH]c3c2)c1	-10	-3%	·	27
COc1cc(NC(=S)N2CCN(C(=O)C3CCCO3)CC2)c(OC)cc1Cl (stereo not drawn)	·	-3%	·	-17
COCCCN1C(=O)c2[nH]nc(-c3ccccc3O)c2C1c1ccc(Cl)cc1 (stereo not drawn)	-3	-18%	-14%	-28
CCCn1c(SC(C(=O)Nc2cccc(OC)c2)c2ccccc2)nc2ccccc2c1=O (stereo not drawn)	·	2%	·	-26
CCOCCCNC(=O)C(c1ccc(Cl)cc1)N1CCN(c2ccccc2)CC1 (stereo not drawn)	6	-5%	0%	36
CCOC(=O)c1cnc(SCCc2ccccc2)nc1N	4	6%	10%	61
CC1CN(C(=O)Nc2ccc3c(c2)OCO3)CC(C)O1 (stereo not drawn)	3	-7%	4%	14
CCC(Oc1ccccc1)C(=O)Nc1ccc(S(=O)(=O)N2CCOCC2)cc1 (stereo not drawn)	·	-5%	·	?
Clc1ccc(CSc2nnc(CNc3cccc(Cl)c3)o2)cc1	9	-16%	-9%	?
CCOC(=O)c1c(NC(=O)CSc2cn(CC)c3ccccc23)sc2c1CCC2	·	1%	·	?
Cc1ccc(C(=O)O/N=C(\N)c2nonc2N)cc1	5	-1%	·	-25
O=C(CCSc1ccccn1)Nc1ccc(Br)cc1	·	-2%	·	?
CC(=NCCN1CCNCC1)C1=C(O)CC(C)(C)CC1=O	?	-3%	-3%	?
CCOC(=O)C(C)Sc1nnc2n1C(C)(C)Cc1ccccc1-2 (stereo not drawn)	0	-7%	·	-100*
CCN(CC)c1nc(Nc2ccc(Cl)cc2)nc(OCC#N)n1	-5	-7%	19%	13
CCOC(=O)c1ccc(NC(=O)Oc2ccccc2)cc1	3	1%	6%	24
COc1ccc2[nH]c(=O)c(C(c3nnnn3C3CCCC3)N(C)C3CCCCC3)cc2c1 (stereo not drawn)	1	-3%	7%	-24
CO/N=C/c1ccc(Oc2ccc([N+](=O)[O-])cc2[N+](=O)[O-])c(OC)c1	·	6%	·	?
CC(c1cccnc1)N(C(=O)Nc1ccccc1)C1CCCCC1 (stereo not drawn)	2	-2%	4%	11
O=C(CSc1ccc(-c2ccccc2)nn1)NCc1ccco1	-4	22%	·	393
COc1cccc(NC(=O)CSc2nnc(Cn3cnc([N+](=O)[O-])n3)n2C)c1	4	-5%	·	?
CC(=O)Nc1ccc(N=Nc2ccc(O)cc2)cc1	·	-2%	·	?
CN1/C(=C/C(=O)c2cccs2)Sc2ccccc21	2	-7%	?	34
O=C(COC(=O)c1c2c(nc3ccccc13)CCCC2)Nc1ccc2c(c1)OCO2	8	-29%	18%	?
COC(=O)c1sc2nc(SCc3cccc(Cl)c3)n(N)c(=O)c2c1C	·	-2%	·	6
Cc1ccc(Nc2nc(NCC3CCCO3)nc(N)c2[N+](=O)[O-])cc1 (stereo not drawn)	23	-2%	·	6
Cc1cc2oc(C(=O)Nc3c(C)n(C)n(-c4ccccc4)c3=O)c(C)c2cc1Cl	·	-1%	·	2
Cc1ccc(S(=O)(=O)[N-]c2nc3ccccc3nc2-n2cc[n+](CCC(C)C)c2)cc1	-4	7%	0%	37
Cc1nnsc1SCCNC(=O)c1ccc(F)cc1	-5[1.84 µM]	0%	6%[11.4 µM]	?
O=C(Nc1ccc2c(c1)nc1n2CCOC1)c1ccco1	-16	-2%	4%	35
O=C(CCCSc1nc2ccccc2[nH]1)NCc1ccccc1	3	-1%	·	33
O=C(O)CSCCc1ccccn1	1	2%	-5%	-9
COc1ccc(OCC(=O)Nc2ccc(N3CCOCC3)c(Cl)c2)cc1	15	2%	-6%	2
Cc1ccc(NC(=O)Nc2ccc(F)cc2)nc1	1	-1%	-8%	?
CC(=O)Nc1ccc(NC(=O)COc2ccccc2C(=O)Nc2cccc(Cl)c2Cl)cc1	·	-2%	·	45
O=C(CNC(=O)Cc1ccccc1)NCC(=O)OCC(=O)c1ccccc1Cl	-2	3%	8%	90
O=C(O)CN(CCN(CC(=O)O)CC(=O)O)CCN(CC(=O)O)CC(=O)O	0[20.6 µM]	2%[25.6 µM]	50%[activator][25.6 µM]	·
COc1ccc(CNC(=O)C2CCN(c3nc(OC)nc(OC)n3)CC2)cc1	1	2%	-2%	?
Cc1ccc(Nc2nc(Cl)nc(N(C)C#N)n2)cc1	3	-6%	·	?
O=C(Cn1cnc2c(nnn2-c2ccc(F)cc2)c1=O)NCc1ccco1	-5	1%	-5%	2
CCC(=O)c1ccc(N2CCN(C(=O)c3ccc(Br)cc3)CC2)c(F)c1	8	4%	-18%	?
O=C(c1cccnc1)N1CCN(Cc2ccccc2Br)CC1	3	-6%	-25%	20
CC(C)(C)c1ccc(C(=O)NCC(=O)OCc2ccc([N+](=O)[O-])cc2)cc1	-4	0%	·	14
CS(C)(=O)=O	·	-5%	-2%	·
c1ccc2c(c1)Cc1cc3cc4c(cc3nc1-2)OCO4	·	-15%	-9%	·
C=C(C)[C@@H]1CCC2(C(=O)O)CC[C@]3(C)[C@H](CC[C@@H]4[C@@]5(C)CCC(=O)C(C)(C)[C@@H]5CC[C@]43C)[C@@H]12 (stereo partly drawn)	·	0%	·	-95*
CCOC(=O)C(C)CC(C)C(=O)N1CCOCCN(C(=O)C(C)CC(C)C(=O)OCC)CCOCC1 (stereo not drawn)	3	-2%	1%	26
CCOC(=O)c1ccc(NC(=O)CSc2nnc(CCc3ccc(C)o3)n2-c2ccccc2)cc1	-2	?	-26%	-4
Cc1ccc(C)n1-n1cnc2sc3c(c2c1=O)CCCCC3	9	-3%	-4%	7
Cc1ccccc1Nc1nnc(SCC(=O)NC2CCCc3ccccc32)s1 (stereo not drawn)	10	-3%	·	-12
C=CCn1c(N)c(C(=O)OC(C)(C)C)c2nc3ccccc3nc21	-1	-3%	-21%	27
Cc1ncc(C[n+]2csc(CCOC(=O)CC34CC5CC(CC(C5)C3)C4)c2C)c(N)n1	·	3%	·	19
O=C1C(=O)N(O)C2CCCCC2N1O (stereo not drawn)	·	-3%	·	-10
Cc1ccc(C(C)C)c(OCc2ccc(-c3nnco3)cc2)c1	10	-14%	15%	42
C=CCc1ccccc1OCCCCN1CCCC1	-18	1%	6%	15
Cn1c(Cn2c(=O)sc3ccccc32)nnc1SCC(=O)NCc1ccc(F)cc1	-11	0%	·	41
O=C(Cc1c(F)cccc1Cl)N1CCN(C(=O)c2ccco2)CC1	20	-2%	6%	?
COc1ccccc1C(=O)/C=C/c1ccc(N2CCCCC2)c([N+](=O)[O-])c1	6	-5%	·	?
O=C(NCCc1ccccc1)c1cnn2c(C(F)F)cc(C3CC3)nc12	13	-2%	-9%	-30
CCOc1ccc(N(CC(=O)NC2CCCC2)S(=O)(=O)c2c(C)noc2C)cc1	6	-4%	-5%	4

Reprinted at random: 7 entries already listed, in no set order.
SMILES	IMPase cell inh	12-hLO inh	15-hLO-2 inh	PNC assembly inh
COc1ccccc1C(=O)/C=C/c1ccc(N2CCCCC2)c([N+](=O)[O-])c1	6	-5%	·	?
O=C(NCCc1ccccc1)c1cnn2c(C(F)F)cc(C3CC3)nc12	13	-2%	-9%	-30
Cc1ccc(C(C)C)c(OCc2ccc(-c3nnco3)cc2)c1	10	-14%	15%	42
O=C1C(=O)N(O)C2CCCCC2N1O (stereo not drawn)	·	-3%	·	-10
Cc1ccccc1Nc1nnc(SCC(=O)NC2CCCc3ccccc32)s1 (stereo not drawn)	10	-3%	·	-12
CCOc1ccc(N(CC(=O)NC2CCCC2)S(=O)(=O)c2c(C)noc2C)cc1	6	-4%	-5%	4
C=CCc1ccccc1OCCCCN1CCCC1	-18	1%	6%	15

Next part
SMILES	IMPase cell inh	12-hLO inh	15-hLO-2 inh	PNC assembly inh
COc1cc(NC(=O)c2cc3nc(C)cc(C)n3n2)c(OC)cc1Cl	9	5%	-11%	?
Oc1ccc(Cl)cc1C=Nc1ccc2c3c(cccc13)CC2	·	-6%	·	?
O=C1C2C3C=CC(C4CC34)C2C(=O)N1Cc1ccco1 (stereo not drawn)	·	-3%	·	84
COc1cc(Cl)c(C)cc1NC(=O)COc1cc(C)nc(C(C)C)n1	5	-13%	-5%	71
CCC(C)(C(=O)NC1CCCCC1)N(C(=O)C1CCC(=O)N1)c1ccccc1 (stereo not drawn)	2	7%	1%	-29
N#CCSc1nc2ccccc2c(=O)n1CCC(=O)NCCc1ccccc1	0	-5%	0%	?
O=[N+]([O-])c1ccc(-c2csc(Nc3ccccc3)[n+]2Cc2ccccc2)cc1	23	5%	·	11
COc1ccc(OCCSc2ncn[nH]2)cc1	1	2%	-2%	73
Fc1ccccc1COc1ccccc1CNCc1ccncc1	7	7%	78%[activator]	-5
Cc1c(C(=O)N2CCN(c3ccccc3)CC2)sc2ncnc(N3CCC(C)CC3)c12	-3	8%	14%	-29
c1ccc2sc(N3CN(CCN4CCOCC4)CN(c4nc5ccccc5s4)C3)nc2c1	-2	-6%	56%[activator]	12
CC(C)N(CCNC(=O)C1CCN(S(=O)(=O)N2CCOCC2)CC1)Cc1ccccc1	13	2%	·	-102*
Cc1ccc(C(=O)NCCc2cc3ccc(C)c(C)c3[nH]c2=O)cc1[N+](=O)[O-]	·	1%	·	46
CCOC(=O)C(C)(C)N(Cc1ccc(Cl)cc1)S(=O)(=O)c1ccc(Cl)c([N+](=O)[O-])c1	·	-3%	·	25
Nc1nc(N2CCOCC2)cc(=O)[nH]1	5	-1%	-5%	-7
COc1ccc(NC(=O)c2ccc(COc3ccccc3)o2)cc1	2	-3%	15%	12
Cc1ccc(-n2[nH]c(C)c(/C=C3/C=Nc4ccccc43)c2=O)cc1C	14	4%	·	?
CCCC(C)NC1=NCCCCC1 (stereo not drawn)	3	1%	-13%	53
Cc1cccc(NC(=S)NNC(=O)c2nn(C)cc2Cl)c1	4	4%	42%[activator]	-23
O=C(c1ccccc1[N+](=O)[O-])N1CCC(Cc2ccccc2)CC1	1	5%	-14%	-1
CS(=O)(=O)Nc1ccc(-c2n[nH]c(=S)n2-c2ccccc2)cc1	?	-9%	-13%	1
COc1ccc(CNC(=O)CCCCCn2c(SCC#N)nc3cc4c(cc3c2=O)OCO4)cc1	7	10%	?	-26
CCOC(=O)CSc1nnc(CNc2cccc(Cl)c2)n1-c1ccccc1	?	-10%	-2%	-21
Cc1ccc(NC(=O)Cn2nnc(C(=O)Nc3ccc(C)c(C)c3)c2N)cc1	3	-4%	-26%	0
CC12CCC(=O)N1C(C(=O)OCC(=O)Nc1cc(S(=O)(=O)N3CCCCC3)ccc1Cl)CS2 (stereo not drawn)	·	-6%	·	29
CCOC(=O)C(C)Sc1nc2c(c(=O)[nH]c(=O)n2C)n1CCc1ccccc1 (stereo not drawn)	10	-3%	-3%	-5
Cc1ccc(S(=O)(=O)NC(C)C(=O)Nc2ccc(C(N)=O)cc2)cc1 (stereo not drawn)	2	2%	-6%	-15
CCOC(=O)Cc1cc(=O)n2[nH]c(C)c(-c3ccc(OC)cc3)c2n1	20	-10%	-5%	-3
O=c1oc2ccccc2c2c1ncn2-c1ccccc1	-15	0%	2%	30
COc1ccccc1OCCOc1ccc(C(=O)c2ccccc2)cc1	·	-1%	·	-20
O=C(Nc1sc2c(c1C(=O)O)CCC2)c1cccs1	?	-9%	-6%	28
COCCNC(=O)/C(C#N)=C/c1ccc(-c2ccc(OC)cc2[N+](=O)[O-])o1	-14	3%	-24%	45
Cc1ccccc1-n1c(C)cc(/C=C2/C(=N)N3C(c4ccccc4)=CSC3=NC2=O)c1C	·	-2%	·	-24
CC(=O)Nc1nc2ccc(NC(=O)c3ccco3)cc2s1	7	1%	-6%	-27

Some of the compounds tested; count on the stated rates, not on these rows.
